Screening results from PubChem.
Redox H2O2 prof = compounds producing H2O2 with reducing agent – biochemical, NIH compound library profiling, artefact control for MLSCN library redox annotation, primary screen | DTT-dependent redox cycling H2O2, phenol red/HRP absorbance; 100% = 100 µM peroxide control, 0% = buffer | AID 878 | 200,000 tested, 0.03% active | activation, % at 10 µM;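 active = activation of at least 50% relative to the plate's high and low controls in the primary single-dose screen; inactive = activation below 50%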;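 note: compound incubated with DTT at 0.8 mM final as the reducing agent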
bIAP inhibitor = intestinal alkaline phosphatase (bovine) inhibition | purified bovine IAP, CDP-star luminescence, 30 min | inhibition, % at 20 µM | 190,000 tested, under 10 active | AID 1019;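 active = over 50% inhibition of intestinal alkaline phosphatase at 20 µM in the single-dose screen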
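System: purified bovine intestinal alkaline phosphatase (IAP) enzyme; Input: IAP diluted 1/65,000,000 in the well; Measured by: CDP-star luminescence signal; Compound dosing: 20 µM single dose; Incubation: 30 min reaction at room temperature.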
Efa HMGR inh = blocks class II HMG-CoA reductase of Enterococcus faecalis | inhibition, % at 10 µM | purified E. faecalis HMGR, NADPH absorbance 340 nm kinetic | 190,000 tested, 0.41% active;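 active = inhibition above a set limit, the median over all tested compounds plus 3 SD, cut at about 9.5% in these data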;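 note: enzyme runs in reverse so mevalonate oxidation gives rising NADPH absorbance; 0% = complete reaction with DMSO and 100% = background rate lacking mevalonate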
TR-FRET SRC-2 ct = flags TR-FRET format artefacts in PPARgamma SRC-2 recruitment agonist screen; TR-FRET artefact counter-screen; hits give high values; TR-FRET ratio at 8 µM; 200,000 tested, 0.4% active; AID 1049; in the data active = TR-FRET ratio above about 2000; note: inactives centre near 1500; reference of the scale not given here
RAM inhibit = yeast RAM network inhibition. AID 868. S. cerevisiae dse1pr::URA3 reporter, 5-FOA growth OD615, 2 d; analog-sensitive cbk1-as2 kinase mutant strain. inhibition, % at 50 µM. 190,000 tested, 1.8% active;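 active = inhibition above a set limit, 3 SD over mean compound inhibition, cut at about 8.4% in these data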;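 note: 0% = DMSO-only wells with no growth and 100% = 10 µM 1-NA-PP1 full growth; inhibition rescues growth on 5-FOA so higher OD means more RAM inhibition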
ROMK mod = modulators of human ROMK potassium channel; AID 1918; Tet-inducible ROMK, thallium flux fluorescence; actives lie on both sides; B-score at 10 µM; 130,000 tested, 2% active; P48048;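 active = signal ratio slope over the read window, or its plate-corrected B-score, at least 3 SD from the plate mean, either direction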;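 note: B-score of the F/F0 ratio slope over 7 to 12 s after thallium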
Target sequence (P48048 whole entry, looked up): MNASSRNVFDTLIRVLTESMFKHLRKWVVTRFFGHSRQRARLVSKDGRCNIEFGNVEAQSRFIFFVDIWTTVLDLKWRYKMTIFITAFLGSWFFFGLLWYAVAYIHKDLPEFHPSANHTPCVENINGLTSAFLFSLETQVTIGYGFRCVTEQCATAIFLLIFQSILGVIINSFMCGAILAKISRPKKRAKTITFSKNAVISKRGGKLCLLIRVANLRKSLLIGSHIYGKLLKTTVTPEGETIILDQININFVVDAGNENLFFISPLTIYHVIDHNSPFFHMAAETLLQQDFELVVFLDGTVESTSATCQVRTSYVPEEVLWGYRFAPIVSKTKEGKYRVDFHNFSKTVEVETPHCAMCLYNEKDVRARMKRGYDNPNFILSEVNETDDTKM
PPARg SRC-3 ag = agonists of human PPARgamma SRC-3 coactivator recruitment; P37231; biochemical PPARgamma/SRC-3 coactivator recruitment assay; activation, % at 8 µM; 200,000 tested, 0.26% active; AID 731; in the data active = activation above about 23%;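 note: 0% = DMSO and 100% = reference agonist; some compounds past the cut are filed as inactive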
S1P3 antagonist = S1P3 (human) receptor antagonism | Q99500 | CHO S1P3 NFAT-BLA reporter, FRET fluorescence, antagonist mode | inhibition, % at 4.98 µM | 170,000 tested, 0.27% active;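 active = inhibition above the plate cutoff, the mean inhibition of test wells on that plate plus 3 SD, cut at about 28% in these data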;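 note: cells challenged with S1P at its EC80 of 0.8 µM; blue over green emission ratio from cleaved BLA substrate after 4 h stimulation; 0% = S1P-stimulated wells and 100% = unstimulated DMSO-only wells; some compounds past the cut are filed as inactive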
Target sequence (Q99500 whole entry, looked up): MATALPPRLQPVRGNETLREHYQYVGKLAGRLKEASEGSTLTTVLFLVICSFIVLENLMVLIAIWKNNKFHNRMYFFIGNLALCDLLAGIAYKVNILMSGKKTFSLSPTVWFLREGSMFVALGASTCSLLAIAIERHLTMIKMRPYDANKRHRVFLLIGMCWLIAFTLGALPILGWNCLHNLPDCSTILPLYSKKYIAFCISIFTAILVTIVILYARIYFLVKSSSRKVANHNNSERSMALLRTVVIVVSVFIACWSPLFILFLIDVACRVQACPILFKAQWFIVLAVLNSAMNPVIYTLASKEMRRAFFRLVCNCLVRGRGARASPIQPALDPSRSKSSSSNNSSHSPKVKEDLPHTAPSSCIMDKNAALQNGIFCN
Lmaj promast = reduces viability of Leishmania major promastigotes; resazurin fluorescence viability; inhibition, % at 10 µM; 200,000 tested, 9% active; in the data active = inhibition above about 50%;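 note: promastigotes grown with compound for 44 hours at 28 °C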
PPARg SRC-2 ag = promotes SRC-2 coactivator recruitment by human PPARgamma | P37231 | PPARgamma LBD-SRC-2 recruitment, biochemical | activation, % at 8 µM | 200,000 tested, 0.34% active | AID 1032; in the data active = activation above about 22%;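 note: 0% = vehicle and 100% = reference agonist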
PPARg SRC1 recr = agonists of human PPARgamma SRC-1 coactivator recruitment | P37231 | PPARgamma-SRC-1 coactivator recruitment biochemical assay | activation, % at 8 µM | 200,000 tested, 0.41% active; in the data active = activation above about 19%;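 note: 0% = DMSO and 100% = reference agonist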
Starred values were filed as active, the others as inactive; / = no result given.

Below each compound – Redox H2O2 prof	bIAP inhibitor	Efa HMGR inh	TR-FRET SRC-2 ct	RAM inhibit	ROMK mod	PPARg SRC-3 ag	S1P3 antagonist	Lmaj promast	PPARg SRC-2 ag	PPARg SRC1 recr
1: O=C(/C=C/c1ccccc1)Oc1ccccc1C(=S)N1CCOCC1
    -0.5	14	1	1294	0.9	0.8	6	-19	-2	4	-3
2: C=CCc1cc(C)ccc1OCCn1ccnc1
    0.0	27	2	1523	0.1	-0.37	-5	/	4	3	6
3: Cc1cccc2sc(N(CCCN(C)C)C(=O)c3nc4ccccc4s3)nc12
    0.1	1	1	1668	2.6	/	2	-2	78*	9	5
4: COc1cccc(NC(=O)C(Sc2nnnn2C)c2ccccc2)c1 (centres undefined)
    -2.6	-2	-1	1816	0.4	-0.6	0	1	10	6	10
5: CCCCOC(=O)n1c(SCC(=O)N(C)C)nc2ccccc21
    2.0	-11	-5	1398	0.9	/	0	-8	2	0	0
6: Cc1ccc2cc(CN(CC3CCCO3)C(=O)Nc3ccccc3F)c3nnnn3c2c1 (centres undefined)
    0.1	-3	-2	1593	1.1	-0.44	-4	-7	-1	0	-4
7: CC1CCc2nc3ccc(S(=O)(=O)N4CCC(C(=O)NC5CCCC5)CC4)cc3c(C(=O)O)c2C1 (centres undefined)
    -0.3	-1	4	1506	-0.7	/	-2	-22	-6	8	6
8: Cc1cc(C)nc(N2CCCC(C(=O)Nc3nnc(C(C)C)s3)C2)n1 (centres undefined)
    0.2	9	-1	1519	2.1	/	-4	/	-7	-3	0
9: Cn1ncc(Cl)c1C(=O)NC(=S)Nc1sc2c(c1C#N)CCCCC2
    -4.3	5	-3	1700	1.1	/	4	/	-8	13	5
10: O=C(O)c1ccccc1C(=O)N1CCN(C(=O)c2ccccc2Cl)CC1
    -0.9	4	-1	1531	0.6	/	5	-5	-7	-2	2
11: CN(C)c1nc(-c2ccccn2)nnc1-c1ccccc1
    0.1	12	-4	1457	1.6	-1.3	3	/	100*	6	1
12: COC(=O)CSc1cc([N+](=O)[O-])ccc1NC(=O)OC
    0.0	3	4	1503	-0.2	1.6	4	-10	-2	-1	5
13: O=c1c2ccc([N+](=O)[O-])cc2ncn1CCOc1cccc(Br)c1
    -0.2	5	-6	1753	4.2	0.3	0	2	28	1	1
14: CSc1ccccc1OC1CCN(Cc2ccccc2)CC1
    0.0	5	-4	1529	-0.7	-0.57	0	3	30	-1	1
15: COCCn1c(SCC(=O)Nc2ccc3c(c2)CCC3)nc2ccccc2c1=O
    -0.2	1	-6	1440	4.0	/	-5	-3	60*	-3	-6
16: COc1cc(C2(O)CCCCC2C)cc(OC)c1OC (centres undefined)
    0.1	20	0	1539	0.1	-0.28	3	-21	-5	1	3
17: Cc1cccc(C(=O)OCC(=O)NC(C)CCc2ccccc2)c1 (centres undefined)
    -2.2	7	0	1795	10*	-0.0028	3	-12	5	-2	3
18: C=CCc1cc(C)ccc1OCCOCCC(C(=O)OCC)C(=O)OCC
    -0.3	-4	-1	1507	-0.5	0.35	1	2	-3	11	3
19: CCNC(=O)CSc1ncnc2sccc12
    0.2	10	-3	1629	2.6	2	2	/	5	8	4
20: COC(=O)c1c(C)oc2ccc(N(C(=O)c3ccncc3)S(=O)(=O)c3ccc(C)cc3C)cc12
    0.0	3	0	1629	4.3	-0.36	4	14	9	1	4
21: C=CCn1c(COc2ccc(F)cc2)nnc1SCC(=O)N1CC(=O)Nc2ccccc21
    -4.3	1	1	1409	0.1	/	-9	/	-5	2	-11
22: CCC(O)C1CCN(C(=O)c2cc(COc3ccc4ncccc4c3)on2)CC1 (centres undefined)
    -1.2	-6	0	1510	0.2	/	-2	33*	23	-7	0
23: COC(=O)[C@H](Cc1ccccc1)NC(=O)N1CCC(C)CC1
    -0.1	10	-5	1573	1.4	-0.14	1	/	-5	0	0
24: COCC(=O)NC1CC2CCC(C1)N2C(=S)Nc1ccccc1C(=O)OC (centres undefined)
    -0.3	0	-6	1525	1.0	0.062	1	-7	1	-5	2
25: O=c1[nH]c2ccc(NS(=O)(=O)c3ccc4ccccc4c3)cc2[nH]1
    -2.4	-3	-3	1490	2.5	0.54	5	-1	-3	-1	9
26: Cc1c(Cl)sn(-c2ccc(Cl)cc2)c1=O
    0.0	-12	2	1317	-1.9	-2.5	4	-5	101*	0	-6
27: O=C1COc2ccc(C(=O)NCc3ccco3)cc2N1
    -0.6	13	1	1468	0.2	-0.017	7	-28	-3	2	-8
28: CCC(OC(=O)c1nsc(Cl)c1Cl)C(=O)NCc1cccs1 (centres undefined)
    0.5	-2	-4	1585	3.8	0.077	8	/	-7	10	2
29: Cc1ccc(NC(=O)CCSc2nnnn2-c2ccc3c(c2)OCO3)cc1C
    1.4	6	-2	1570	12*	/	5	10	35	8	-3
30: O=C(c1ccc(Cl)cc1)N1CCC(O)(CSc2ccc(Cl)cc2)CC1
    -0.9	0	-3	1597	4.3	/	1	/	-4	3	-1

Going on with the list:
Below each compound – Redox H2O2 prof	bIAP inhibitor	Efa HMGR inh	TR-FRET SRC-2 ct	RAM inhibit	ROMK mod	PPARg SRC-3 ag	S1P3 antagonist	Lmaj promast	PPARg SRC-2 ag	PPARg SRC1 recr
31: CC(C)(C)NC(=S)NNC(=O)c1ccncc1
    0.2	2	-6	1564	0.3	-0.25	0	6	-11	-7	-1
32: COc1cc(NC(=O)C2CCCCC2)c(OC)cc1NC(=O)CCC(=O)NCc1ccco1
    2.1	-10	-7	1658	-0.8	/	5	-29	-7	9	0
33: COc1ccc(CNC(=S)Nc2ccc3nc(N4CCOCC4)cc(C)c3c2)cc1
    0.2	2	-2	1744	-0.4	0.2	4	-9	5	3	4
34: CCOC(=O)N1CCN(C(=O)CSCc2ccc(Cl)cc2)CC1
    -13	-19	/	1577	0.7	/	6	/	-4	8	4
35: CC(C)OC(=O)CN1CCN(c2ccc(Cl)cc2)CC1
    -0.1	-6	0	1551	4.1	0.32	4	-11	-2	2	5
36: c1ccc(-c2cc(-c3ccccc3)n3ncnc3n2)cc1
    -0.5	18	-5	1585	0.1	1	-1	-4	8	4	8
37: CC(C)=Cc1c(O)nc2ccccn2c1=O
    -0.7	-4	-1	1610	1.0	0.035	4	-4	-7	0	4
38: OCCCCNCc1ccc(OCc2ccccc2)cc1
    0.1	0	-7	1435	-1.1	/	1	-6	90*	6	1
39: O=C(O)c1csc(-c2ccc(Cl)cc2)n1
    -0.9	-5	3	1657	-1.2	-0.24	2	-6	-9	9	7
40: S=C(Nc1ccccc1Cl)NC1CC2CCCC(C1)N2C1CC1 (centres undefined)
    3.8	-10	-4	1597	-0.3	-1.8	6	-4	43	8	10
41: COC(=O)c1ccc(NC(=O)Cn2nnc(-c3cccs3)n2)cc1
    2.3	-16	-2	1598	4.8	-1.1	3	3	-6	-6	6
42: CCn1ncc(CNC(=O)C2(C)CC2(Cl)Cl)c1C (centres undefined)
    0.4	-5	-1	1445	3.2	-0.2	-6	-11	10	-6	-2
43: CC(C)(O)[C@H](O)COc1c2ccoc2cc2oc(=O)ccc12
    0.4	4	3	1611	0.4	0.69	3	1	0	8	6
44: O=C(c1ccc(S(=O)(=O)N2CCCCC2)cc1)c1nnc(-c2ccc(Cl)cc2)o1
    2.0	11	-2	1474	1.4	0.89	-4	/	1	1	3
45: O=C1CN=C(Nc2ccc(Cl)cc2)N1c1ccccc1
    0.4	3	-8	1560	0.3	/	22	/	-1	3	7
46: Cc1cc(=O)oc(C)c1C(=O)Nc1ccc(Cl)cn1
    -3.7	6	2	1567	0.7	/	-2	/	-5	4	8
47: Cc1c(C(=O)N2CCN(c3ccccc3F)CC2)sc2nc(-c3ccccc3)cn12
    -0.2	6	-1	1564	1.6	0.016	-6	3	3	2	7
48: CCOc1ccccc1N1C(=O)c2cccnc2C1=O
    -3.0	4	3	1419	-0.2	/	4	-10	-5	-1	6
49: COC(=O)C1OC2(OC1C(=O)OC)c1ccccc1-c1ccccc12 (centres undefined)
    2.0	-6	2	1307	0.8	/	-1	-6	-7	1	-8
50: Cc1cc(=O)n(CCO)c(O)c1C#N
    0.7	5	-9	1699	1.8	/	6	18	-1	8	2
51: COc1cc2cc(CN(CCO)C(=O)c3cccs3)c(=O)[nH]c2cc1OC
    -0.1	7	0	1617	0.9	-0.18	-5	/	-7	4	-3
52: Cc1c(C(=O)Nc2ccc3c4c(cccc24)CC3)cccc1[N+](=O)[O-]
    -0.2	48	0	1378	4.3	-0.054	-1	-6	-2	5	10
53: O=C(O)CCNS(=O)(=O)c1ccc(Oc2ccccc2Cl)cc1
    0.3	3	-2	1451	2.5	0.64	-6	/	-9	6	-3
54: CC(C)C(OC(=O)c1ccco1)C(=O)NCc1ccccc1 (centres undefined)
    2.7	10	-4	1381	-0.5	/	1	-2	4	-7	-6
55: CCOC(=O)c1c(C)[nH]c(C)c1C(=O)CSc1nnc(N)s1
    -2.1	4	-3	1615	0.8	1	7	2	-3	0	9
56: O=C(COC(=O)CCC(=O)c1cccs1)NCc1ccc(Cl)cc1
    -0.5	18	-4	1688	2.4	-0.6	-7	-3	-5	-1	-2
57: COc1ccc(C(=O)c2sc3nc(-c4ccccc4)ccc3c2N)cc1OC
    -8.1	15	-6	1527	1.3	-0.85	-2	/	-2	8	3
58: Cc1cc(C)n2c(SCC(=O)Nc3ncc(C(F)(F)F)cc3Cl)nnc2n1
    1.2	7	-3	1474	0.5	-0.33	-12	-21	-4	4	-1
59: O=C(c1ccccc1SCc1ccccc1)N1CCOCC1
    12	-6	2	1601	1.0	0.91	1	-12	-2	4	5
60: O=C(CNC(=O)c1ccc(Br)cc1)NCC(=O)OCC(=O)c1ccc([N+](=O)[O-])cc1
    -0.9	15	-1	1806	4.2	1.3	-2	-6	-7	6	-6

Remaining list, next part.
Below each compound – Redox H2O2 prof	bIAP inhibitor	Efa HMGR inh	TR-FRET SRC-2 ct	RAM inhibit	ROMK mod	PPARg SRC-3 ag	S1P3 antagonist	Lmaj promast	PPARg SRC-2 ag	PPARg SRC1 recr
61: CC1(CCC#N)N=C(SCCC#N)N(c2ccccc2)C1=O (centres undefined)
    1.1	5	0	1990*	1.6	-0.63	2	10	1	8	2
62: COc1ccccc1NC(=O)COC(=O)Cc1ccc(S(=O)(=O)N2CCCCC2)s1
    -0.6	11	-5	1549	4.1	1.6	2	-3	6	2	-13
63: CC(C)N(C(=O)CSc1nnnn1C1CCCC1)C(C)C
    2.4	4	-1	1447	0.0	-0.71	-5	-27	0	-1	0
64: C=C(C)Cn1c(CNC(C)=O)nc2ccccc21
    -0.2	5	-1	1550	0.9	/	1	-13	-8	3	3
65: O=C(Cn1ccc([N+](=O)[O-])n1)c1ccccc1
    -0.2	5	1	1762	0.9	0.34	-3	-5	-2	5	-6
66: CCOc1ccccc1OCCOc1ccccc1CC
    -7.9	10	-5	1432	0.2	/	-3	/	-1	4	-1
67: COc1ccc(-[n+]2c(C)cc(/C=C3\Sc4ccccc4N3C)cc2C)cc1
    0.2	14	-1	1572	0.8	/	5	50*	101*	12	5
68: S=C(Nc1ccccc1Cl)N1CCN(Cc2ccccc2)CC1
    -0.8	-12	-1	1527	0.4	-0.41	3	12	-6	1	10
